bIAP act = intestinal alkaline phosphatase (bovine) activation; activation factor at 20 µM; AID 1016; purified bovine IAP, CDP-star luminescence, 30 min; active compounds read high; fold of DMSO-control signal, blank-subtracted; 200,000 compounds, 0.17% hits;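 active means activation factor of 2 or more at 20 µM, a signal rise over negative controls twice the positive control's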
TNAP inh no acc = inhibitors of human TNAP without phosphate acceptor | P05186 | purified TNAP, CDP-star luminescence, 30 min | inhibition, % at 20 µM | 200,000 compounds, 0.26% hits;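 active means tissue-nonspecific alkaline phosphatase inhibition above about 50% at 20 µM in the single-dose screen, limit read from the data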;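 further: 0% = DMSO negative control and 100% = EDTA positive control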
Target sequence (P05186 whole entry, looked up): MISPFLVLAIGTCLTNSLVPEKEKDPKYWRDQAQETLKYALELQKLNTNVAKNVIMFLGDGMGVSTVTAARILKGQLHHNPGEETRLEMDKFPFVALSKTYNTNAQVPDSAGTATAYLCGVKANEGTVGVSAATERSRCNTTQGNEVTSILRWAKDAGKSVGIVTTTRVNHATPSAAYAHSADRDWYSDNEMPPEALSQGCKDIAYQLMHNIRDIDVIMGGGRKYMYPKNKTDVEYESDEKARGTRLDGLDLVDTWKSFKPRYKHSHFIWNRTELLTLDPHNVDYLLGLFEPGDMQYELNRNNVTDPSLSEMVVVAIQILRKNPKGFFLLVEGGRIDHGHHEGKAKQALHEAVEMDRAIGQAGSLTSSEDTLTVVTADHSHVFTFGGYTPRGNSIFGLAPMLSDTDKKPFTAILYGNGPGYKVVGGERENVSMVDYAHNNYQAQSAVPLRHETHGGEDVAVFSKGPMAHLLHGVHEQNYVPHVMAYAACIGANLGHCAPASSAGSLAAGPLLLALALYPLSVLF
PPARg SRC1 recr = promotes SRC-1 coactivator recruitment by human PPARgamma. P37231. PPARgamma-SRC-1 coactivator recruitment biochemical assay. activation, % at 8 µM. 200,000 compounds, 0.41% hits. AID 631; in the data active means activation above about 19%;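 further: 0% = DMSO and 100% = reference agonist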
Target sequence (P37231 whole entry, looked up): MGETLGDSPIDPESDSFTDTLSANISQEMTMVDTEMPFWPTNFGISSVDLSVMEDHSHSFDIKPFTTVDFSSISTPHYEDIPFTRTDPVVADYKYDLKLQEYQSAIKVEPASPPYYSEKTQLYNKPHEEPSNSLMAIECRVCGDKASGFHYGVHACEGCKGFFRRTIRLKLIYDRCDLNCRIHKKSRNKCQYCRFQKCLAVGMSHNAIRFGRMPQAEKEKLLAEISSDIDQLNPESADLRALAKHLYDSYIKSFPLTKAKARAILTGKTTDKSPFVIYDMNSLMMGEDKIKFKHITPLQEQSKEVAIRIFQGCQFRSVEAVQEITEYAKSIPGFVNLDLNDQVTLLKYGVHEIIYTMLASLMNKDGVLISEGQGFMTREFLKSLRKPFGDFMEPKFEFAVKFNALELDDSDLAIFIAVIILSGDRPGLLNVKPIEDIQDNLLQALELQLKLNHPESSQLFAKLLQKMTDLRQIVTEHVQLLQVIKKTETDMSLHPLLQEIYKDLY
bIAP inhibitor = blocks bovine intestinal alkaline phosphatase activity. purified bovine IAP, CDP-star luminescence, 30 min. AID 1019. inhibition, % at 20 µM. 190,000 tested, under 10 active;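 active means over 50% inhibition of intestinal alkaline phosphatase at 20 µM in the single-dose screen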
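Assay system: bovine IAP enzyme; medium: DEA buffer 100 mM, pH 9.8, with MgCl2 1.0 mM, ZnCl2 0.02 mM; doses: 20 µM single dose; incubation: enzyme reaction for 30 min at room temperature; detection: CDP-star luminescence signal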
HMGR II inh = E. faecalis class II HMG-CoA reductase inhibition; inhibition, % at 10 µM; 190,000 compounds, 0.41% hits; purified E. faecalis HMGR, NADPH absorbance 340 nm kinetic; AID 1066;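 active means inhibition above a set limit, the median over all tested compounds plus 3 SD, cut at about 9.5% in these data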;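 further: enzyme runs in reverse so mevalonate oxidation gives rising NADPH absorbance; 0% = complete reaction with DMSO and 100% = background rate lacking mevalonate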
PPARg SRC2 recr = PPARgamma-driven SRC-2 recruitment agonism. activation, % at 8 µM. 200,000 compounds, 0.34% hits. PPARgamma LBD-SRC-2 recruitment, biochemical; in the data active means activation above about 22%;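 further: 0% = vehicle and 100% = reference agonist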
TNAP act hiacc = TNAP (human) activation, high acceptor; AID 1136; activation factor at 20 µM; P05186; purified TNAP, CDP-star luminescence, 1 M DEA, 30 min; active compounds read high; 0 = EDTA background, 1 = DMSO-only activity; 200,000 tested, under 10 active;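 active means activation factor at least 2 at 20 µM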
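Measured by: Luminescent substrate turnover signal | Test system: Human TNAP | Input: TNAP 1/800 final | Dosing: 20 µM single point | Schedule: 30 min, room temperature | Controls: EDTA wells as negative control, DMSO wells as positive control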
TNAP inh hiacc = blocks human TNAP under high phosphate acceptor concentration. purified TNAP, CDP-star luminescence, 1 M DEA. inhibition, % at 20 µM. 200,000 compounds, 0.03% hits. AID 1135;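 active means over 50% inhibition of tissue-nonspecific alkaline phosphatase at 20 µM in the single-dose screen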;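 further: plate controls were DMSO wells for no effect and EDTA-quenched wells as full inhibition for full effect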
SRC2 TRFRET art = TR-FRET artefact, counter-screen to PPARgamma/SRC-2 agonist assay; active compounds read high; TR-FRET ratio at 8 µM; AID 1049; 200,000 compounds, 0.4% hits; in the data active means TR-FRET ratio above about 2000; further: inactives centre near 1500
PPARg SRC3 recr = promotes SRC-3 coactivator recruitment by human PPARgamma | AID 731 | biochemical PPARgamma/SRC-3 coactivator recruitment assay | activation, % at 8 µM | 200,000 compounds, 0.26% hits; in the data active means activation above about 23%;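 further: 0% = DMSO and 100% = reference agonist; some compounds past the cut are filed as inactive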
* = called active by the depositor; . = not tested or not shown.

Values run as follows: PPARg SRC1 recr | SRC2 TRFRET art | PPARg SRC2 recr | TNAP act hiacc | TNAP inh no acc | TNAP inh hiacc | HMGR II inh | bIAP act | PPARg SRC3 recr | bIAP inhibitor
O=C(c1cc(-c2ccco2)nc2ccccc12)N1CCN(c2ccc(F)cc2)CC1
 : 5.0 | 1622 | -3.0 | 1 | 8.5 | 0.7 | -3.6 | 1.1 | 4.1 | -10.1
O=C(NCC1CCCO1)c1sc(=S)n2c1[nH]c(=O)c1ccc(C(=O)N3CCCCC3)cc12 (stereo not drawn)
 : -3.9 | 1467 | -2.9 | 1 | 8.7 | 2.0 | -1.7 | 1 | -3.0 | 3.4
CN1CCN(c2ccc([N+](=O)[O-])cc2NC(=O)c2ccccc2)CC1
 : 2.7 | 1569 | -3.6 | 1 | -4.4 | -1.9 | -2.4 | 0.8 | 3.5 | 15.4
CCOc1nc(-c2ccc(OC)cc2)ccc1-c1noc(-c2cccnc2)n1
 : 3.1 | 1591 | 11.5 | . | . | . | . | . | 7.3 | .
COc1cccc(N2CCN(S(=O)(=O)c3cccc4cccnc34)CC2)c1
 : -3.2 | 1552 | -0.5 | 1 | -10.2 | -1.9 | -2.8 | 0.9 | -3.4 | 7.7
Cc1ccc2nc3c(c(N)c2c1)CCN3c1ccccc1
 : 5.0 | 1494 | -1.7 | 1 | -9.6 | 3.3 | 0.8 | 0.8 | 2.5 | 16.7
O=S(=O)(c1cccc(-c2nc3ccccc3s2)c1)N1CCOCC1
 : 4.1 | 1481 | -2.6 | 1.1 | 1.3 | -6.1 | -2.7 | 0.8 | -1.6 | 16.8
COCCN(CC(=O)NCC1CCCO1)C(=O)CCC(=O)Nc1ccccn1 (stereo not drawn)
 : -2.0 | 1484 | -3.1 | 1 | -3.7 | -3.3 | -0.4 | 1.1 | -0.7 | -11.6
Cc1ccc(C(=O)/C=C/c2c[nH]c3ccccc23)cc1
 : 4.2 | 1673 | 1.6 | 1 | -1.6 | -0.5 | -0.1 | 0.7 | 15.4 | 29.3
O=C(NC(=S)Nc1ccc(S(=O)(=O)Nc2nccs2)cc1)c1cccnc1
 : 2.4 | 1629 | 4.4 | 1 | -8.1 | -3.4 | 2.4 | 1 | -1.5 | -0.9
O=C(NC1CCS(=O)(=O)C1)Oc1ccc(Cl)cc1 (stereo not drawn)
 : 0.6 | 1492 | 2.0 | 1 | -14.3 | -3.9 | 0.0 | 0.9 | -4.9 | 13.9
CC1=C(C(=O)OC2CCCC2)C(c2coc3ccc(C)cc3c2=O)C2=C(CCCC2=O)N1 (stereo not drawn)
 : 4.0 | 1609 | 1.6 | 1 | -11.7 | -3.2 | -2.8 | 1 | 2.7 | -2.0
CCCC1=NN(C(=O)Cc2ccc(OC)cc2)C(O)(C(F)(F)F)C1 (stereo not drawn)
 : 7.6 | 1576 | 3.1 | 1 | -3.5 | -1.6 | 3.7 | 0.9 | -3.8 | 8.9
COc1ccccc1OCC(=O)Sc1ccc(C)cc1
 : -4.0 | 1541 | 2.6 | 1 | -2.7 | -4.5 | 1.6 | 0.8 | -1.8 | 17.2
O=C(O)CCCN1C(=O)C2C3CCC(O3)C2C1=O (stereo not drawn)
 : 4.9 | 1629 | 10.2 | 1 | -7.3 | 2.9 | -1.7 | 1.3 | 2.1 | -30.6
COc1ccc(N2CCCn3c2nc2c3c(=O)n(Cc3ccc(F)cc3)c(=O)n2C)c(OC)c1
 : . | . | . | 1 | -4.7 | -1.7 | . | 1.1 | . | -10.0
CCCNS(=O)(=O)c1ccc(OCC(=O)NCCC2=CCCCC2)cc1
 : 4.7 | 1798 | 1.7 | 1.1 | -13.6 | -6.6 | -6.4 | 0.9 | 4.8 | 7.3
CCC(Sc1nc(-c2ccccc2)cc(=O)[nH]1)C(=O)O (stereo not drawn)
 : 7.1 | 1716 | -1.7 | 1.1 | -14.1 | -7.3 | -2.7 | 0.9 | -8.3 | 10.0
O=C1CC(c2c(F)cccc2Cl)C2=C(COC2=O)N1 (stereo not drawn)
 : 4.5 | 1659 | 9.0 | 1 | -8.5 | 0.0 | -4.3 | 0.9 | 8.8 | 8.7
COc1ccccc1CN(C)CC(=O)Nc1ccccc1-c1ccccc1
 : -5.4 | 1605 | -3.8 | 1.1 | -14.4 | -5.3 | 1.8 | 1.1 | 0.6 | -14.7
COc1ccccc1NC(=O)CCN1CCN(CCC(=O)Nc2ccccc2OC)CC1
 : . | . | . | 1.1 | -1.8 | -5.9 | . | 1 | . | 4.6
COc1ccc(NC(=O)CCN2C(=O)C3CC=C(Cl)CC3C2=O)cc1 (stereo not drawn)
 : 0.7 | 1346 | -7.5 | 1 | -11.6 | -4.6 | -0.2 | 0.9 | -2.0 | 7.8
CCOC(=O)C1=C(N)OC2=C(C(=O)CC(C)(C)C2)C1c1ccc(C)s1 (stereo not drawn)
 : 5.8 | 1631 | 7.9 | 1 | -1.5 | 4.5 | 3.9 | 1 | 5.5 | 1.0
CCCn1c(C)cc(C(=O)COc2ncnc3sccc23)c1C
 : -1.2 | 1520 | 9.7 | 1 | -8.9 | -1.9 | 1.5 | 0.9 | -2.6 | 9.8
CCCCOc1ccccc1NC(=O)CC1SC(=NCC)N(CC)C1=O (stereo not drawn)
 : 8.5 | 1465 | 4.5 | 1 | -2.9 | -3.9 | -22.5 | 1 | 18.5 | -3.7
COc1ccc(NC(=O)CSc2nnc(-c3cccnc3)o2)cc1
 : -7.0 | 1375 | -0.4 | 1 | 11.1 | -4.6 | -8.8 | 0.9 | -11.4 | 9.1
O=C(Nc1ccc(Cl)c(Cl)c1)O/N=C/c1ccncc1
 : 3.6 | 1425 | -6.1 | 1.1 | -14.9 | -6.9 | -4.7 | 1.2 | -0.7 | -16.9
COc1ccc(S(=O)(=O)NCCC(C)C)cc1OC
 : 5.5 | 1471 | 10.3 | 1.1 | -11.1 | -6.0 | -5.2 | 1 | -3.3 | 4.0
CCOc1ccc(C(=O)N(CN2CCCC2=O)c2ccc(C)cc2)cc1
 : 2.0 | 1544 | 9.5 | 1 | -7.7 | -1.6 | 3.5 | 0.6 | 4.4 | 38.3
COc1cccc(C(=O)Nc2c3c(nc4c2CCC4)CCCC3)c1
 : -1.6 | 1487 | 1.1 | 1 | -8.5 | -4.0 | -0.7 | 1 | 2.5 | -0.2

Record cards, from the list above.
CCCn1c(C)cc(C(=O)COc2ncnc3sccc23)c1C across the screens: PPARg SRC1 recr: -1.2; SRC2 TRFRET art: 1520; PPARg SRC2 recr: 9.7; TNAP act hiacc: 1; TNAP inh no acc: -8.9; TNAP inh hiacc: -1.9; HMGR II inh: 1.5; bIAP act: 0.9; PPARg SRC3 recr: -2.6; bIAP inhibitor: 9.8
COc1ccc(S(=O)(=O)NCCC(C)C)cc1OC across the screens: PPARg SRC1 recr: 5.5; SRC2 TRFRET art: 1471; PPARg SRC2 recr: 10.3; TNAP act hiacc: 1.1; TNAP inh no acc: -11.1; TNAP inh hiacc: -6.0; HMGR II inh: -5.2; bIAP act: 1; PPARg SRC3 recr: -3.3; bIAP inhibitor: 4.0

Other records:
Values run as follows: PPARg SRC1 recr | SRC2 TRFRET art | PPARg SRC2 recr | TNAP act hiacc | TNAP inh no acc | TNAP inh hiacc | HMGR II inh | bIAP act | PPARg SRC3 recr | bIAP inhibitor
C#CCOCCOCCOCCNc1nc(N2CCN(C(=O)[C@H](CCCCN)n3cc(CCCC)nn3)CC2)nc(N2CCN(C(=O)[C@H](CCCCN)n3cc(CCCC)nn3)CC2)n1
 : 4.3 | 1488 | -4.2 | 1.1 | -8.7 | -8.7 | -0.9 | 0.8 | 7.1 | 17.0
CCc1ccc(NC(=O)c2cc(Br)ccc2Br)cc1
 : 8.9 | 1614 | 3.4 | 1.1 | -10.4 | -6.7 | 5.5 | 1.2 | -6.0 | -18.1
FC(F)Sc1nc(-c2ccccc2)c(-c2ccccc2)n1C(F)F
 : 2.0 | 1419 | -10.0 | 1 | -2.3 | 0.7 | -0.8 | 1.5 | 0.3 | -48.6
Cc1noc(C)c1COc1ccc(C(=O)OCC(N)=O)cc1
 : 7.4 | 1711 | -0.6 | 1 | -3.2 | -0.4 | 4.5 | 1.1 | 0.1 | -6.6
Cc1csc(NC(=O)C2CCN(S(=O)(=O)c3ccccc3F)CC2)n1
 : 3.1 | 1882 | -2.9 | 1 | -10.6 | -0.2 | -1.7 | 1 | 1.8 | -0.1
Oc1ccc(-c2cn3c(n2)SCC3)cc1
 : 8.2 | 1256 | 0.5 | 1 | -9.1 | 1.5 | -0.4 | 0.9 | 2.7 | 8.1
CCN(CC)CCCNC(=O)C1CCCN(c2nnc(N3CCCC3=O)s2)C1 (stereo not drawn)
 : 3.8 | 1531 | 9.1 | 1 | -8.1 | -3.6 | -2.7 | 0.7 | -5.5 | 30.6
COCCCNCCCCOc1cccc(Br)c1
 : 7.6 | 1404 | 0.5 | 1 | -9.6 | -4.3 | 2.6 | 1.2 | -5.7 | -16.3
Cc1ccc(NC(=O)C2CC(=O)N(Cc3ccccc3)C2)cc1S(=O)(=O)N1CCCCCC1 (stereo not drawn)
 : 11.0 | 1507 | 1.3 | 1 | -6.8 | -0.7 | -5.9 | 0.7 | 0.7 | 28.1
COc1ccc(CCNC(=O)CSc2nnc(-c3ccc(F)cc3)c3ccccc23)cc1OC
 : 4.8 | 1779 | -1.6 | 1 | -11.5 | -0.7 | -5.6 | 1 | 5.2 | 2.0
CC(=NCc1ccc2c(c1)OCO2)C1=C(O)c2ccccc2C1=O
 : -2.0 | 1563 | 7.5 | 1.1 | -8.1 | -5.6 | -0.6 | 0.9 | 3.4 | 11.9
COc1ccc(OC)c(CN2CCN(Cc3cccc4ccccc34)CC2)c1
 : 5.5 | 1687 | 6.2 | 1 | -3.7 | -0.9 | 0.6 | 1 | 6.4 | -3.7
Cc1c(C(=O)NN)sc(-c2ccccc2)c1C#N
 : 0.3 | 1584 | -0.7 | 1 | -25.0 | 0.4 | 3.2 | 0.9 | 4.5 | 7.3
CC(=O)n1nc(-c2ccc(C)cc2)nc1NCc1ccco1
 : 6.6 | 1746 | 4.9 | 1 | 31.9 | -3.5 | 0.3 | 1 | 4.2 | 1.9
Cc1ccc(NC(=O)COc2ccc(CCO)cc2-n2nc3ccccc3n2)cc1C
 : -7.9 | 1530 | 5.3 | 1 | -6.6 | -4.2 | -3.1 | 0.8 | -3.5 | 17.6
COc1cccc(C2=NN(C(=O)c3ccc(C)o3)C(O)(C(F)(F)F)C2)c1 (stereo not drawn)
 : -2.3 | 1466 | 4.9 | 1 | -6.2 | -4.6 | 0.3 | 1.2 | 4.6 | -15.3
COc1cccc(-c2nc(C=O)cs2)c1
 : -2.6 | 1652 | 2.5 | 1 | -3.6 | -2.4 | -6.1 | 1 | -2.0 | -4.5
Cc1cc(C(=O)N/N=C/C=C/c2cccc([N+](=O)[O-])c2)n[nH]1
 : -0.7 | 1429 | 0.7 | 1 | -140.2 | -4.4 | -4.4 | 1.1 | 6.3 | -13.7
Cc1ccc(CNC(=O)c2sc3ccc(S(=O)(=O)N4CCCCC4)cc3c2N)cc1
 : -3.9 | 1636 | 1.7 | 1 | -5.5 | -1.1 | 4.4 | 0.9 | -0.7 | 6.4
